RGS4 act – RGS4 potentiators or activators, primary screen, cell-based, HEK293 M3R inducible RGS4, calcium flux. carbachol calcium flux Fluo4; hits give low values. B-score at 10 µM. hit rate 0.92% among 310,000;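 active = B-score of the integrated calcium signal more than 4 SD below the library mean, with starting fluorescence not abnormally high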;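 note: negative B-score means reduced calcium response which marks RGS4 activation or potentiation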
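Assay system: Inducible-RGS4 HEK293 cells carrying M3 receptor | Schedule: Compound preincubation 20 min at room temperature before agonist | Signal: Kinetic calcium fluorescence imaging with Fluo4-AM dye, 2 µM | Read-out basis: B score from integrated fluorescence ratio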
KCNQ1 pot – potentiators or activators of KCNQ1 channel, primary screen, cell-based, thallium flux, high-throughput | Potassium voltage-gated channel subfamily KQT member 1 (Homo sapiens), P51787 | CHO-K1 KCNQ1, thallium flux FluxOR fluorescence; hits give high values | B-score at 10 µM | hit rate 0.35% among 310,000 | AID 2648, 2010;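 active = fluorescence ratio B-score, a plate-corrected score, at least three library SD, with initial intensity B-score within 5 SD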
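Schedule – 37 °C overnight plating, 90-min dark dye load, 20-min compound pretreatment · System – stable KCNQ1 CHO-K1 line · Probe or stimulus – thallium- and potassium-containing depolarizing buffer · Measured by – kinetic FluxOR fluorescence, 10 s baseline plus 110 s post-stimulus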
RGS4 block – RGS4 inhibitors, primary screen, cell-based, HEK293 M3R inducible RGS4, calcium flux | Regulator of G-protein signaling 4 (Homo sapiens), P49798 | Fluo-4 calcium flux; hits give high values; triggered by carbachol at its EC20 | B-score at 10 µM | hit rate 0.45% among 310,000;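 active = B-score, a plate-corrected calcium signal, over three deviations above library mean, with baseline fluorescence within five deviations of library mean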;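 note: RGS4 expression induced by doxycycline in cells with stable M3 receptor; B-score is computed from the integrated fluorescence ratio over baseline after carbachol; higher B-score means a larger calcium signal and so more RGS4 inhibition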
GSK3beta inhib – human GSK3beta kinase inhibitors, primary screen, biochemical, cell-free homogeneous, HTS; GST-GSK3beta kinase, ADP-Glo luminescence, 60 min; hits give low values; activity score (negative = inhibition), % at 10 µM; hit rate 0.038% among 300,000; AID 2097, 2009;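 active = more than half of replicate wells score below -50%, meaning over 50% inhibition versus plate controls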;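 note: 0% = median DMSO wells and -100% = median GW8510 positive control wells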
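Assay system: GST-tagged human GSK3beta kinase, cell-free; Input: 1.6 ng GSK3beta; Medium: Tris/MgCl2 kinase buffer; Timing: 60 min enzyme reaction, room temperature; Signal: ADP-Glo luminescence quantifying ADP generated by kinase; Evaluation: score relative to plate controls; Benchmarks: DMSO neutral wells and GW8510 at 20 µM as positive.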
hERG protect – hERG rescue from dofetilide block, primary screen, cell-based, CHO-hERG, FluxOR thallium flux, dofetilide IC70 | Voltage-gated inwardly rectifying potassium channel KCNH2 (Homo sapiens), Q12809 | dofetilide IC70 present | activation (rescue from dofetilide block), less the hit threshold, % at 10 µM | hit rate 0.51% among 310,000 | AID 1511, 2009;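 active = activation above the mean of controls blocked by dofetilide plus 5 SD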;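 note: thallium influx through hERG after potassium depolarization seen as dye fluorescence rise; in these data hits start at about 4.7%; inactives centre near -7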
PolyA inhibitor – polyadenylation inhibitors in yeast reporter cells, primary screen, luminescence, S. cerevisiae; calls only at 12 µM; S. cerevisiae SKY197-pL101 polyadenylation reporter, beta-gal luminescence; efflux-impaired pdr1/pdr3 knockout yeast; score 100 = 6 SD above DMSO; hit rate 0.02% among 300,000;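 active = lowest replicate activity score at least 50, where 100 means six control SD above control mean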;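 note: yeast exposed to compound for 9 h at 30 °C; higher score means more reporter readthrough which indicates perturbed polyadenylation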
KCNK3 inh – human KCNK3 channel inhibitors, primary screen, CHO cells, FluxOR thallium flux, B-score; FluxOR fluorescence; hits give low values; hit rate 0.84% among 340,000; B-score at 10 µM;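 active = B-score under library mean minus 4 SD, starting fluorescence ratio at most library mean plus 5 SD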;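 note: more negative B-score means stronger inhibition of thallium flux through KCNK3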
Target sequence (O14649 whole entry, looked up): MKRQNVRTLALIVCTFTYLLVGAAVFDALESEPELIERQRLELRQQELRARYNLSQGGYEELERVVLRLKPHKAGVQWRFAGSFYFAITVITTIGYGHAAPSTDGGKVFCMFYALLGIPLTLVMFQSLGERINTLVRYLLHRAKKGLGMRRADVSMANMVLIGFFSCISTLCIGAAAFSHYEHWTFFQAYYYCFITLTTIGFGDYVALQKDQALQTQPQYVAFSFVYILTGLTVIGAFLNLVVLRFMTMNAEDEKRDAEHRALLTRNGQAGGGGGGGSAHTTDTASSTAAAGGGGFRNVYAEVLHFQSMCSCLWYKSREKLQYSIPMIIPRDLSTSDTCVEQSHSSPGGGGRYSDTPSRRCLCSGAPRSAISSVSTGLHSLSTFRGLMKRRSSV
GSK3 alpha inh – blockers of GSK3A enzyme activity – biochemical, luminescence, cell-free homogeneous, HTS, primary screen | Glycogen synthase kinase-3 alpha (Homo sapiens), P49840 | GSK-3 alpha kinase, ADP-Glo luminescence, 60 min | inhibition, % at 10 µM | hit rate 0.1% among 320,000;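 in the data active = inhibition above about 50%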;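 note: GST-tagged GSK-3 alpha with peptide substrate and 25 µM ATP; 0% = DMSO neutral wells and 100% = GW8510 positive control wells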
Target sequence (P49840 whole entry, looked up): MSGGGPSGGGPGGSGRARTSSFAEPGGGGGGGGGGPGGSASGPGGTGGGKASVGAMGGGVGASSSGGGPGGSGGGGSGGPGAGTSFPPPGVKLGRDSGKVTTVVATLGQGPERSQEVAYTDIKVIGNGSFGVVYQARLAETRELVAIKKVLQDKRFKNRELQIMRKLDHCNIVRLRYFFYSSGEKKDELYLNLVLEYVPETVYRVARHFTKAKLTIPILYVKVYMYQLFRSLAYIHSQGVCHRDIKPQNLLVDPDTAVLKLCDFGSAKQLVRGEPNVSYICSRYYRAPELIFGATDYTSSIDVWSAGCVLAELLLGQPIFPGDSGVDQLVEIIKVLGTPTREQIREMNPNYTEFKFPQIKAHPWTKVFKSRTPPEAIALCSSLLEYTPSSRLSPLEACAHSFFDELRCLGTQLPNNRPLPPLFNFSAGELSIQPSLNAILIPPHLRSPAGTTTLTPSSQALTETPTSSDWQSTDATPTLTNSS
DYRK1A inh – rat Dyrk1A kinase inhibitors, primary screen, biochemical, single point, plate reader; Dual specificity tyrosine-phosphorylation-regulated kinase 1A (Rattus norvegicus), Q63470; ADP-Glo luminescence, NFATc1 peptide; inhibition, % at 12.5 µM; hit rate 0.43% among 310,000; in the data active = inhibition above about 50%;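 note: plate controls were vehicle with enzyme for no effect and no enzyme for full effect; many of its hits are not listed in these tables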
KCNQ1 block – inhibitors of human KCNQ1 channel, primary screen, cell-based, thallium flux, high-throughput; AID 2642, 2010; hit rate 1.3% among 310,000; CHO-K1 KCNQ1, FluxOR thallium flux fluorescence; hits give high values; B-score at 10 µM; Potassium voltage-gated channel subfamily KQT member 1 (Homo sapiens), P51787;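 active = compounds whose thallium flux B-score, printed positive for inhibition, exceeds three library SD while starting fluorescence stays within three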;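 note: channel opened by potassium depolarization with thallium stimulus after 20 min compound exposure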
KCNK9 inh – KCNK9 potassium channel inhibitors, primary screen, HEK293 cells, thallium flux; Potassium channel subfamily K member 9 (Homo sapiens), Q9NPC2; FluxOR thallium flux fluorescence; hits give low values; B-score at 10 µM; AID 488922, 2010; hit rate 1.2% among 310,000;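 active = ratio B-score over 3 SD below the library mean, with starting fluorescence within 5 SD of its mean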;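 note: negative B-score means less thallium flux so channel inhibition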
The depositor's hits bear a star; i = inactive; . = not tested or not shown.

Structure,RGS4 act,KCNQ1 pot,RGS4 block,GSK3beta inhib,hERG protect,PolyA inhibitor,KCNK3 inh,GSK3 alpha inh,DYRK1A inh,KCNQ1 block,KCNK9 inh
CCc1nc(SCC(=O)Nc2ccccc2)c2c(=O)n(C)c(=O)n(C)c2n1,i,i,i,-2,-5,i,i,-1,.,i,i
Cc1ccc(OCc2ccc(C(=O)N3CCOCC3)cc2)cc1C,i,i,i,2,0,i,i,-1,-1,i,i
CCNS(=O)(=O)c1ccc(CCC(=O)NCCc2ccc(OC)cc2)cc1,i,i,i,1,-7,i,i,0,-1,i,i
COC(=O)c1ccc(CSc2n[nH]c(=S)s2)o1,i,i,i,3,-12,i,i,-2,-2,i,i
CCCCCC(=O)Nc1ccc(Cc2ccncc2)cc1,i,i,i,-2,-3,i,i,20,-4,i,i
Cc1ccc(C(=O)N2CCNC(=O)C2CC(=O)Nc2ccc(F)cc2)cc1C (configuration not stated),i,i,i,-2,-5,i,i,0,-3,i,i
Cc1cc(C)c2nc(N3CCCC(C(=O)N4CCC(C(N)=O)CC4)C3)sc2c1 (configuration not stated),i,i,i,0,-13,i,i,-1,-8,i,i
O=C(CCS(=O)(=O)Cc1ccccc1)Nc1nnc(C(F)(F)F)s1,i,i,i,5,-6,i,i,-4,-4,i,i
Cc1csc(N2CCN(c3cc4c(cc3Cl)nc(-c3ccncc3)n4CCCN3CCCC3)CC2)n1,i,i,i,0,-7,i,i,1,18,i,i
Fc1cnc(N2CCOCC2)nc1N1CCOCC1,i,i,i,-2,-9,i,i,0,1,i,i
CC(Oc1ccccc1)C(=O)OCC(=O)NC(=O)NCc1ccco1 (configuration not stated),i,i,i,-2,-5,i,i,-6,3,i,i
COc1cc(-c2csc(NC3CCCCC3)n2)cc(OC)c1OC,i,i,i,2,-12,i,i,0,0,i,i
CC1=NNC(=O)c2ccccc2O1,i,i,i,-2,-1,i,i,-8,.,i,i
COCCCn1c(SCC(=O)NC2CCCCC2)nc2ccccc2c1=O,i,i,i,2,-8,i,i,-2,1,i,i
CCOC(=O)C1CCCN(C2CCN(Cc3nc(Cc4ccccc4)no3)CC2)C1 (configuration not stated),i,i,i,0,-10,i,i,-3,-11,i,i
Cc1ccc(C2CC2c2n[nH]c(=S)n2-c2cccc(C)c2)cc1 (configuration not stated),i,i,i,1,-9,i,i,0,0,i,i
CCCCCC/C(=N/O)c1ccccn1,i,i,i,7,-5,i,i,1,-6,i,i
O=C(CNc1ccc(Cl)cc1)c1ccc(Br)cc1,i,i,i,8,-1,i,i,-1,-21,i,i
CN(C(=O)c1ccc(C#N)cc1)c1nnc(-c2ccccn2)s1,i,i,i,1,-4,i,i,.,8,i,i
Cc1cc(C)n(-c2ccc3nncn3n2)n1,i,i,i,2,-6,i,i,1,-3,i,i
CC1CCN(Cc2ccc(NC(=O)CC3Oc4ccccc4NC3=O)cc2)CC1 (configuration not stated),i,i,i,-1,-4,i,i,12,-6,i,i
CCCCC(CC)CNC(=O)CCS(=O)(=O)c1cccc2nsnc12 (configuration not stated),i,i,i,2,-10,i,i,1,-1,i,i
CN(C)c1nc(N)nc(CSc2nnnn2-c2ccccc2)n1,i,i,i,2,-9,i,i,-2,-5,i,i
CCn1c(-c2csc(C(C)C)c2)n[nH]c1=S,i,i,i,-4,-7,i,i,7,0,i,i
Cc1c(-c2ccc(Cl)cc2)[n+](=O)c(-c2ccccc2)cn1[O-],i,i,i,-1,-1,i,i,-5,.,i,i
Nc1ccn(-c2ccccc2)c(=O)c1,i,i,i,-1,-4,i,i,-3,-1,i,i
C=CCSc1nc2ccccc2n2cnnc12,i,i,i,-1,-11,i,i,1,1,i,i
COc1ccc(C(=O)C2CCN(S(=O)(=O)c3ccc4c(c3)OCCO4)CC2)cc1,i,i,i,-4,-10,i,i,2,4,i,i
CCOCCN(C(=O)c1ccccc1Cl)c1ccccc1,i,i,i,1,-12,i,i,-4,4,i,i
Cc1ccc(C(C)n2cc(C(=O)NCc3ccncc3)nn2)cc1 (configuration not stated),i,i,i,1,-4,i,i,-3,2,i,i
O=C(c1ccc([N+](=O)[O-])o1)N1CCN(Cc2ccccc2)CC1,i,i,i,0,-6,i,i,-1,.,i,i
Cc1c(Cl)cccc1NC(=S)NCCN1CCOCC1,i,i,i,3,-10,i,i,2,3,i,i
CSc1ccccc1NC(=S)Nc1cc(C)cc(C)c1,i,i,i,-1,-1,i,i,0,-3,i,i
COc1ccc(CCN2C(=O)N(c3ccc(OC)cc3)C(=O)C2CC(=O)Nc2ccc(OC)cc2)cc1 (configuration not stated),i,i,i,3,-4,i,i,0,2,i,i
CC12CC3CC(C)(C1)CC(C(=O)NNC(=O)c1ccncc1)(C3)C2,i,i,i,-1,0,i,i,-2,1,i,i
CCOCC(=O)Nc1c(C(=O)OCC)oc2ccccc12,i,i,i,2,-10,i,i,.,1,i,i
COc1cc(C=O)ccc1OC(=O)c1cccnc1,i,i,i,-1,-9,i,i,-2,5,i,i
CC(=O)Nc1ccc(S(=O)(=O)Nc2nc3ccccc3nc2Cl)cc1,i,i,i,3,0,i,i,-2,-5,i,i
O=[N+]([O-])c1cccc(C(=S)N2CCN(c3ccc(F)cc3)CC2)c1,i,i,i,-5,-11,i,i,-1,-6,i,i
O=C(NC1CCCc2c1cnn2-c1cc(F)cc(F)c1)c1ccc[n+]([O-])c1 (configuration not stated),i,i,i,8,-10,i,i,0,-2,i,i
Cc1cc(C)c(C)c(SCC(=O)Nc2oc(C)c3c(C)n[nH]c(=O)c23)c1C,i,i,i,0,-16,i,i,2,-5,i,i
CCc1nc2sc3ccccc3c(=O)c2c(=O)n1Cc1ccc(OC)cc1,i,i,i,1,-2,i,i,0,.,i,i
COC(=O)Cn1c(=O)c2c(nc3n2CC(C)CN3CCc2ccccc2)n(C)c1=O (configuration not stated),i,i,i,-1,-2,i,i,.,-3,i,i
COc1ccc(CNC(=O)CCc2nc(-c3ccccc3F)no2)c(OC)c1,i,i,i,4,-11,i,i,0,1,i,i
Cc1cccc(OCC(=O)NNC(=O)CCCCC(=O)NNC(=O)COc2cccc(C)c2)c1,i,i,i,1,-10,.,i,.,-5,i,i
Cc1ccccc1OCc1occc1C(=O)Nc1cccc(-n2cnnn2)c1,i,i,i,0,-8,i,i,3,0,i,i
COc1ccc(C2CC(C(F)(F)F)n3nc(C(=O)O)cc3N2)cc1OC (configuration not stated),i,i,i,0,-8,i,i,5,3,i,i
COc1ccc(OC)c2c(C)cc(N3CCN(C(=O)c4ccc(F)cc4)CC3)nc12,i,i,i,-3,-5,i,i,1,9,i,i
Cc1ccc(-n2ncc3c2CCCC3NC(=O)CCc2cnccn2)cc1C (configuration not stated),i,i,i,1,-1,i,i,0,1,i,i
O=C1c2ccccc2C(=O)N1CCCOc1ccccc1,i,i,i,1,-10,i,i,-1,0,i,i
C=C(C)COc1ccc(-c2[nH]ncc2-c2ccc(OC)cc2)c(O)c1,i,i,i,2,-11,i,i,-2,.,i,i
Cn1c(=O)n(C)c2cc(NC(=O)COc3ccc(F)cc3)ccc21,i,i,i,1,1,i,i,0,.,i,i
Cc1nc(N2CCN(C(=O)c3cnccn3)CC2)c2c3c(sc2n1)CC(C(C)(C)C)CC3 (configuration not stated),i,i,i,-1,-7,i,i,0,-2,i,i
O=S(=O)(c1ccc2c(c1)OCCO2)N1CCC(n2nnc3cc(C(F)(F)F)ccc32)CC1,i,i,i,2,-11,i,i,-4,-3,i,i
CN(c1ccccc1)S(=O)(=O)c1cccc(NC(=O)CSc2nnc(N)s2)c1,i,i,i,1,-10,i,i,1,-1,i,i
CCOCCCN(C(=O)c1ccco1)C(C(=O)NC1CCCC1)c1ccc(OC)cc1 (configuration not stated),i,i,i,-3,-10,i,i,.,2,i,i
COCCNC(=S)N1CCN(C(c2ccccc2)c2ccccc2)CC1,i,i,i,1,-10,i,i,2,6,i,i
CCN(c1ccccc1C)S(=O)(=O)c1cc2c3c(c1)CCC(=O)N3CCC2,i,i,i,-2,-10,i,i,-1,9,i,i
COc1ccccc1NC(=O)c1cc2c(CO)cnc(C)c2oc1=Nc1ccc(OC)c(OC)c1,i,i,i,-5,-4,i,i,0,0,i,i
O=C(/C=C/c1ccco1)Nc1nc(-c2ccccn2)cs1,i,i,12*,0,-12,i,i,-1,1,i,i
Cc1cc(N/N=C/c2ccc(O)cc2O)nc(-c2ccccc2O)n1,i,i,i,2,-14,i,i,-1,-2,i,i

Assay outcomes from PubChem BioAssay.

Some of the compounds tested. The share of hits here may be higher or lower than overall.
